Screening results as filed in PubChem.
Mac1 fbg enh: enhancers of CD11b/CD18 adhesion to fibrinogen, primary screen, K562 cells, luminescence. 93,000 tested, 0.07% active. AID 1499, 2009. activation, % at 10 µM. ATPlite luminescence. Integrin beta-2 (Homo sapiens) + Integrin alpha-M (Homo sapiens), P05107+P11215;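 active = 10 µM primary screen giving 50% or more activity, confirmed by 40% or more on retest at that dose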; also: strong numbers were not always called active; reference of the scale not given here
Target sequence (P05107 whole entry, looked up, other chains not shown): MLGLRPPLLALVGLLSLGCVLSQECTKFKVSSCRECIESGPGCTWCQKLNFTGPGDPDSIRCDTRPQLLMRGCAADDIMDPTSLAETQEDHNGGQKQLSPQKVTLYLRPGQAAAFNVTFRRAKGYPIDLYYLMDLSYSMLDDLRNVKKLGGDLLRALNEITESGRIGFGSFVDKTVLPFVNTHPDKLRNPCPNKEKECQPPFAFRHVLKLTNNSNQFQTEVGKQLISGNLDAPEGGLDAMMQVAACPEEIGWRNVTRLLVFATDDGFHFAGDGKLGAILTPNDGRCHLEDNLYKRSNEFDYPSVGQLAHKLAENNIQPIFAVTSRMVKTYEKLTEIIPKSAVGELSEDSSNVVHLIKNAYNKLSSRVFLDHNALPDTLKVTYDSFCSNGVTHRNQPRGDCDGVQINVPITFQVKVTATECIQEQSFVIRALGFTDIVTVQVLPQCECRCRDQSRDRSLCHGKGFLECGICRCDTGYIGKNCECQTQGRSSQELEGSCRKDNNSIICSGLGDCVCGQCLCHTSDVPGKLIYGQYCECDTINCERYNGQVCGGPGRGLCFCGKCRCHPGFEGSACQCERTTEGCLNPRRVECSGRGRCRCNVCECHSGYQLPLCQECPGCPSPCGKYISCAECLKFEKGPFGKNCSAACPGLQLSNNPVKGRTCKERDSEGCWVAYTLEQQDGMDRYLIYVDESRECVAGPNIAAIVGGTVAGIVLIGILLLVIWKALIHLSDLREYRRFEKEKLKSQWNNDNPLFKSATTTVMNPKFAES
MT1-MMP txn act: MT1-MMP promoter reporter activation – cell-based, luciferase luminescence, primary screen; 86,000 tested, 0.16% active; HT1080 MT1-MMP promoter luciferase reporter, overnight; active compounds read high; activation factor at 10 µM; AID 750, 2007;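 active = activation factor of at least 2 for MT1-MMP transcription at 10 µM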
Calb biofilm kill: clotrimazole potentiators killing Candida biofilms, primary screen, with clotrimazole, Alamar Blue. C. albicans biofilm + clotrimazole. inhibition, % at 6 µM. 85,000 tested, 0.14% active;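 active = inhibition above 20%; inactive = inhibition below 20%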;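 also: preformed 24 hr biofilms exposed to compound for 48 hr; 0% = biofilm without compound and 100% = blank killed by clotrimazole plus chlorhexidine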
CD11b adhes inh: inhibitors of CD11b/CD18 adhesion to fibrinogen, primary screen, K562 cells, luminescence. Integrin beta-2 (Homo sapiens) + Integrin alpha-M (Homo sapiens), P05107+P11215. ATPlite luminescence; Mn2+ added to activate the integrin. inhibition, % at 10 µM. 93,000 tested, 0.54% active. AID 1497, 2009;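 active = primary inhibition of 50% or more at 10 µM, then 40% or more on retest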; also: some results filed as inactive read as strong as hits
* marks the source's active call; other numbers are inactive results; nt = not tested or not shown. The list is partial (hit frequency here may not be typical).

Short keys: A = Mac1 fbg enh; B = MT1-MMP txn act; C = Calb biofilm kill; D = CD11b adhes inh
1. CN(Cc1ccccc1)Cc1nc2c([nH]1)c(=O)[nH]c(=O)n2C
  A = -1.1; B = 1; C = nt; D = 42.4

2. Cn1c(=O)[nH]c(=O)c2c1nc(N(CCO)Cc1ccccc1)n2Cc1ccccc1Cl
  A = 1.1; B = 1.1; C = nt; D = 1.8

3. CC(Oc1ccc(Cl)cc1Cl)C(=O)Nc1ncccn1 (stereo not given)
  A = -2.5; B = 1; C = nt; D = 8.7

4. COc1ccc(OC)c(C2C(C#N)=C(N)Oc3cc(N)ccc32)c1 (stereo not given)
  A = 10.5; B = 1; C = nt; D = -13.2

5. Cc1ccc(Cn2ccc(NC(=O)c3cc(-c4ccc(Cl)cc4)on3)n2)cc1
  A = 15.7; B = 1.1; C = nt; D = -7.2

6. COc1ccc(OC)c(-c2cc(C(=O)Nc3c(C)n(C)n(-c4ccccc4)c3=O)no2)c1
  A = 5.1; B = 0.8; C = nt; D = -5.2

7. O=C(CN1C(=O)CCSc2ccccc21)Nc1ccc2c(c1)OCCO2
  A = -3.3; B = 1.2; C = nt; D = 4.6

8. C[N+]1(CCN2C(=O)C3CC=C(Cl)CC3C2=O)CCOCC1 (stereo not given)
  A = -1.1; B = 1.1; C = nt; D = 6.2

9. O=C(Nc1cccc(C(F)(F)F)c1)c1cc(-c2cccs2)on1
  A = -4.1; B = 1; C = nt; D = 5.1

10. CC(=O)c1ccc(N2CCN(c3ccc(C(F)(F)F)cn3)CC2)cc1
  A = -3.5; B = 0.8; C = nt; D = -4.8

11. CCc1nn(C(C)C(=O)NC(C)CCc2ccco2)c(=O)c2cc3occc3n12 (stereo not given)
  A = -4.1; B = 1.1; C = nt; D = 19.6

12. Cc1cccc(NS(=O)(=O)c2cc(C(=O)OCC(=O)Nc3cc(C)on3)ccc2C)c1
  A = -0.4; B = 1.2; C = nt; D = -51.4

13. COC(=O)CN(Cc1ccccc1)S(=O)(=O)c1ccc(OC)c(OC)c1
  A = -5.5; B = 1; C = nt; D = -13.8

14. COCCNC(=O)C1CCCN(c2nn3c(=O)cc(C)nc3s2)C1 (stereo not given)
  A = -4.1; B = 1.1; C = nt; D = 12.4

15. Cc1ccc(C(=O)c2ccc(O)cc2)cc1C
  A = 6.4; B = 1.4; C = nt; D = -7.9

Whole records, quoted from the list. Order of values: Mac1 fbg enh	MT1-MMP txn act	Calb biofilm kill	CD11b adhes inh
Listed for COc1ccc(OC)c(C2C(C#N)=C(N)Oc3cc(N)ccc32)c1 (stereo not given) : 10.5	1	nt	-13.2
Listed for COC(=O)CN(Cc1ccccc1)S(=O)(=O)c1ccc(OC)c(OC)c1 : -5.5	1	nt	-13.8
Listed for CN(Cc1ccccc1)Cc1nc2c([nH]1)c(=O)[nH]c(=O)n2C : -1.1	1	nt	42.4
Listed for O=C(CN1C(=O)CCSc2ccccc21)Nc1ccc2c(c1)OCCO2 : -3.3	1.2	nt	4.6
Listed for C[N+]1(CCN2C(=O)C3CC=C(Cl)CC3C2=O)CCOCC1 (stereo not given) : -1.1	1.1	nt	6.2

Back to the main list, starting 3 compounds before the break.
Short keys: A = Mac1 fbg enh; B = MT1-MMP txn act; C = Calb biofilm kill; D = CD11b adhes inh
13. COC(=O)CN(Cc1ccccc1)S(=O)(=O)c1ccc(OC)c(OC)c1
  A = -5.5; B = 1; C = nt; D = -13.8

14. COCCNC(=O)C1CCCN(c2nn3c(=O)cc(C)nc3s2)C1 (stereo not given)
  A = -4.1; B = 1.1; C = nt; D = 12.4

15. Cc1ccc(C(=O)c2ccc(O)cc2)cc1C
  A = 6.4; B = 1.4; C = nt; D = -7.9

16. c1ccc(CCc2nn3c(Cn4nnc5ccccc54)nnc3s2)cc1
  A = 9.7; B = 1.2; C = nt; D = -2.2

17. Cc1cc(=O)oc2cc(OCC(=O)OCc3nnc(-c4ccccc4)o3)ccc12
  A = -1.8; B = 1; C = nt; D = -10.7

18. Cc1cc(=O)oc2cc(OC(C)C(=O)O)c(Cl)cc12 (stereo not given)
  A = -6.7; B = 1.2; C = nt; D = -5.5

19. c1ccc(Cn2nnc3c(Nc4ccc5c(c4)OCO5)nc(C4CC4)nc32)cc1
  A = 4.0; B = 1; C = nt; D = 25.6

20. CC(C)NC(=O)Cn1nnc(-c2ccc(Cl)cc2)n1
  A = 3.1; B = 1.1; C = nt; D = -0.7

21. N#C/C(C(=O)c1ccccc1)=C1/CCCN1
  A = 6.2; B = 1.1; C = nt; D = -3.7

22. O=C(NC1=NCCS1)c1ccc(OCC2CCCO2)cc1 (stereo not given)
  A = -1.0; B = 1; C = nt; D = -5.9

23. Cc1ccc(C2C3=C(CC(C)(C)CC3=O)Nc3[nH]c(=S)[nH]c(=O)c32)cc1 (stereo not given)
  A = -1.2; B = nt; C = 9.2; D = -2.2
